Mdm2-MdmX inh: human Mdm2/MdmX binding inhibition. O15151+Q00987. SaOS-2 split-luciferase Mdm2/MdmX complementation, luminescence. inhibition, % at 8 µM. 330,000 tested, 3% active. AID 485346;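 active = inhibition of at least 50% at 8 µM in the primary screen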
Target sequence (O15151 whole entry, looked up): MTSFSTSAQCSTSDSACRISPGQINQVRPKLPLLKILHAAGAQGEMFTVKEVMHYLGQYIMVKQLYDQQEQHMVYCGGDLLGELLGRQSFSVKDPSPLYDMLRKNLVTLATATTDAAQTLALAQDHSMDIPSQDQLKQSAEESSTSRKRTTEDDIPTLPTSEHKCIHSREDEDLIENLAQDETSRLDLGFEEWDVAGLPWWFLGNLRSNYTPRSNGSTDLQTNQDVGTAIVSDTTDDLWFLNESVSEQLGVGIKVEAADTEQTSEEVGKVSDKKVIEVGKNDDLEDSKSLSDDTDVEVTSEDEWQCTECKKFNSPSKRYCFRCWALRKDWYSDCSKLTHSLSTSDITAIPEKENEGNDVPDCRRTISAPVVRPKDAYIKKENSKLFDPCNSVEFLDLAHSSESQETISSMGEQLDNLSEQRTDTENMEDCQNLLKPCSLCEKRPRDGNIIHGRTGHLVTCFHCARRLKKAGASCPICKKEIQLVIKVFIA
Target sequence (Q00987 whole entry, looked up): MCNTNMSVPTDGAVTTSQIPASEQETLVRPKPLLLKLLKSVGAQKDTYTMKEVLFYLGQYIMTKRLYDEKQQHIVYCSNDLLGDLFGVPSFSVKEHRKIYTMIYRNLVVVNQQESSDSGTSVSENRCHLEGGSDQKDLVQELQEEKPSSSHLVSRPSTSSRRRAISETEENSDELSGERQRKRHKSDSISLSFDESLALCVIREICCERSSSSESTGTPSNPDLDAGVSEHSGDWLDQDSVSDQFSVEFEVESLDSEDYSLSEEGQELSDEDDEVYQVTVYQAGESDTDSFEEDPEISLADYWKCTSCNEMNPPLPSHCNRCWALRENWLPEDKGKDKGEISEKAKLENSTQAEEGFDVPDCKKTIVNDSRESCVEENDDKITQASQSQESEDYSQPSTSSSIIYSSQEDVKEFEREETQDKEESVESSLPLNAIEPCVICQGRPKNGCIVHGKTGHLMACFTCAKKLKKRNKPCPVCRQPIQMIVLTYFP
TIM10 inh: TIM10 yeast growth inhibition; inhibition, % at 10 µM; S. cerevisiae TIM10 strain growth, BacTiter-Glo luminescence, 24 h; 330,000 tested, 1.4% active;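 active = inhibition of 40% or more at the single tested concentration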;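 also: wild-type TIM10 isogenic control strain grown at permissive 25 °C; 0% = DMSO yeast wells and 100% = minimal medium wells without yeast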
Jurkat NFkB inh: lowers PMA/ionomycin-induced NF-kB signal in Jurkat cells | PMA/ionomycin-induced NF-kB luciferase reporter, luminescence | inhibition, % at 4 µM | 330,000 tested, 0.53% active; in the data active = inhibition above about 50%
tim10-1 inh: growth inhibitors of tim10-1 mutant yeast; S. cerevisiae tim10-1 ts strain growth, BacTiter-Glo, 24 h; 330,000 tested, 2.2% active; inhibition, % at 20 µM;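 active = inhibition of at least 40%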;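 also: mutant grown at 25 °C; 0% = DMSO wells with yeast and 100% = wells holding no yeast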
697 NFkB inh: lowers PMA/ionomycin-induced NF-kB signal in 697 B cells | 330,000 tested, 0.33% active | 697 B-cell NF-kB luciferase reporter, 16 h | inhibition, % at 4 µM; in the data active = inhibition above about 35%
CHOP UPR activ: activators of apoptotic arm of unfolded protein response (CHOP) | CHO-CHOP luciferase reporter, UPR activation, luminescence; percent of tunicamycin response over DMSO baseline | activation, % at 10 µM | 330,000 tested, 0.34% active | AID 449763;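 active = at 10 µM dose, activation of 40% or more, normalized to positive control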;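 also: 100% = tunicamycin at 10 µg/mL and 0% = DMSO alone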
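Evaluation: % reporter activation, DMSO baseline versus tunicamycin full activation; System: CHO-CHOP luciferase reporter cell line; Input: 500 cells/well; Incubation: 6 h compound treatment, 37 °C; Measured by: Steady-Glo luciferase luminescence; Dosing: one dose, 10 µM in 0.5% DMSO; Buffer or medium: F12 medium, 10% FBS; Benchmarks: positive tunicamycin 10 µg/mL, negative DMSO alone.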
XBP1 UPR activ: adaptive UPR (XBP1) activation. CHO-XBP1 luciferase reporter, IRE1-XBP1 UPR activation, luminescence; percent of tunicamycin response, DMSO as zero. 330,000 tested, 0.33% active. activation, % at 20 µM;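 active = versus positive control, 20 µM dose yields 30% or more activation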;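 also: 100% = tunicamycin at 10 µg/mL and 0% = DMSO only wells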
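Material: CHO-XBP1 cells stably carrying IRE1-XBP1-driven luciferase reporter | Medium: F12 with 10% serum | Compound dosing: 20 µM single concentration, DMSO 1% | Incubation: Overnight seeding at 37 °C, 6 h compound treatment at 37 °C | Detection: Steady-Glo luminescence read | Read-out basis: % activation of reporter signal versus tunicamycin and DMSO controls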
tim23-1 inh: tim23-1 yeast growth inhibition; inhibition, % at 20 µM; 330,000 tested, 1.3% active; S. cerevisiae tim23-1 growth, BacTiter-Glo luminescence, 24 h;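 active = growth inhibition of the mutant yeast at or above 50%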;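 also: temperature-sensitive mutant grown at 25 °C; plate controls were DMSO-treated mutant yeast for no effect and medium wells lacking yeast for full effect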
* = called active by the depositor.

Start of the data: the first 14 compounds, to show the layout:
SMILES	Mdm2-MdmX inh	TIM10 inh	Jurkat NFkB inh	tim10-1 inh	697 NFkB inh	CHOP UPR activ	XBP1 UPR activ	tim23-1 inh
COc1cc(/C=C/C(=O)N[C@@H](Cc2c[nH]c3ccccc23)C(=O)O)ccc1O	-7	-4	-17	17	2	1.6	-3	13
COc1ccc(NC(=O)CSc2nc(O)cc(=O)[nH]2)c(OC)c1	9	5	-14	3	5	-1.5	1	14
O=C1OC(c2ccccc2)=N/C1=C\C=C\c1ccco1	5	31	13	32	11	1.9	-2	82*
Cc1cc2oc(=O)c3c(c2cc1OC(=O)c1ccco1)CCCC3	26	-17	0	-37	-22	-2.7	7	-32
Cc1ccc2nsnc2c1NC(=O)c1ccc([N+](=O)[O-])cc1	25	8	35	9	6	0.0	0	10
Clc1ccc(CSc2ncn[nH]2)cc1	5	-18	-14	14	0	-1.9	-5	15
COc1ccc(-c2nnc(SCc3cccc(C)c3)n2N)cc1	-12	25	-1	12	7	1.2	8	20
O=c1c2c(n3nnnc3n1Cc1ccccc1)-c1ccccc1CC21CCCC1	8	20	19	11	5	0.2	3	5
COc1ccc2c(c1)c(CC(=O)OC(C)C(=O)N(C)C)c(C)n2C(=O)c1ccc(Cl)cc1 (stereo not drawn)	11	15	17	22	3	0.3	-4	32
CCOc1ccc2nc(SCC(=O)NNC(=O)c3ccco3)c(C)cc2c1	-3	9	-5	10	13	0.9	-4	-2
O=[N+]([O-])c1ccccc1S(=O)(=O)NCCC1=CCCCC1	-24	34	1	36	-31	-0.3	2	37
O=C(Cn1nnc2ccccc21)OCC(=O)c1ccc(Cl)cc1	-4	-7	-1	7	10	-0.9	-1	15
CCOC(=O)c1cc(S(=O)(=O)Nc2ccc(OC)cc2OC)cn1C	18	1	-3	6	-24	-0.2	-7	19
O=C(/C=C\c1ccco1)c1ccc(NC(=O)c2ccco2)cc1	0	-12	-2	-7	-18	1.1	-2	-13

The listing, repeating the preview:
SMILES	Mdm2-MdmX inh	TIM10 inh	Jurkat NFkB inh	tim10-1 inh	697 NFkB inh	CHOP UPR activ	XBP1 UPR activ	tim23-1 inh
COc1cc(/C=C/C(=O)N[C@@H](Cc2c[nH]c3ccccc23)C(=O)O)ccc1O	-7	-4	-17	17	2	1.6	-3	13
COc1ccc(NC(=O)CSc2nc(O)cc(=O)[nH]2)c(OC)c1	9	5	-14	3	5	-1.5	1	14
O=C1OC(c2ccccc2)=N/C1=C\C=C\c1ccco1	5	31	13	32	11	1.9	-2	82*
Cc1cc2oc(=O)c3c(c2cc1OC(=O)c1ccco1)CCCC3	26	-17	0	-37	-22	-2.7	7	-32
Cc1ccc2nsnc2c1NC(=O)c1ccc([N+](=O)[O-])cc1	25	8	35	9	6	0.0	0	10
Clc1ccc(CSc2ncn[nH]2)cc1	5	-18	-14	14	0	-1.9	-5	15
COc1ccc(-c2nnc(SCc3cccc(C)c3)n2N)cc1	-12	25	-1	12	7	1.2	8	20
O=c1c2c(n3nnnc3n1Cc1ccccc1)-c1ccccc1CC21CCCC1	8	20	19	11	5	0.2	3	5
COc1ccc2c(c1)c(CC(=O)OC(C)C(=O)N(C)C)c(C)n2C(=O)c1ccc(Cl)cc1 (stereo not drawn)	11	15	17	22	3	0.3	-4	32
CCOc1ccc2nc(SCC(=O)NNC(=O)c3ccco3)c(C)cc2c1	-3	9	-5	10	13	0.9	-4	-2
O=[N+]([O-])c1ccccc1S(=O)(=O)NCCC1=CCCCC1	-24	34	1	36	-31	-0.3	2	37
O=C(Cn1nnc2ccccc21)OCC(=O)c1ccc(Cl)cc1	-4	-7	-1	7	10	-0.9	-1	15
CCOC(=O)c1cc(S(=O)(=O)Nc2ccc(OC)cc2OC)cn1C	18	1	-3	6	-24	-0.2	-7	19
O=C(/C=C\c1ccco1)c1ccc(NC(=O)c2ccco2)cc1	0	-12	-2	-7	-18	1.1	-2	-13
COc1ccc(C(CNC(=O)c2ccc(N3CCCC3=O)cc2)N(C)C)cc1 (stereo not drawn)	17	6	8	5	0	0.8	-6	-2
CCN1C(=O)c2cccc3c(S(=O)(=O)N4CCNCC4)ccc1c23	31	4	11	8	29	-1.2	0	12
Cc1cc(Br)ccc1NC(=O)CN1C(=O)C2CC=CCC2C1=O (stereo not drawn)	2	2	-7	-5	21	27	1	10
Cn1nnnc1SCC(=O)N1CCc2ccccc21	16	3	-1	-4	14	1.5	-1	4
O=C(Nc1cc(S(=O)(=O)N2CCOCC2)ccc1N1CCOCC1)c1ccc(S(=O)(=O)N2CCCCC2)cc1	19	3	14	-3	14	1.3	-1	8
COc1ccc2[nH]c(=O)c(CN(Cc3cccs3)Cc3nnnn3Cc3ccccc3)cc2c1	16	-1	8	13	-8	0.2	-2	11
Cc1ccc(C(=O)CNc2cc(C)ccc2C)cc1	14	0	3	18	-22	2.3	-1	17
CCc1cccc(C)c1NC(=O)C1CCN(c2nn3c(=O)cc(C)nc3s2)CC1	16	0	4	4	-1	-1.7	-6	5
COc1ccc(NC(=O)N(C)C[C@H]2Oc3ccc(NC(=O)C4CC4)cc3C(=O)N([C@H](C)CO)C[C@@H]2C)cc1	-5	8	-12	-5	-7	-2.5	2	-8
Cc1ccc(N2C(=O)c3ccc(N)cc3C2=O)cc1C	23	34	0	42*	-38	6.7	2	52*
CC(CC(=O)N(C)c1c(N)n(Cc2ccccc2)c(=O)[nH]c1=O)c1ccccc1 (stereo not drawn)	-3	3	12	5	12	-1.2	1	16
CCOc1ccc(C(=O)NNC(=O)C2CC(=O)N(c3ccc(C)cc3)C2)cc1 (stereo not drawn)	-4	2	4	0	-4	2.4	0	-2
O=C(N/N=C\c1cc(Br)cs1)C1COc2ccccc2O1 (stereo not drawn)	37	19	48	2	0	1.2	-1	-3
CCOC(=O)Cc1csc(NC(=O)c2cccc(OC)c2)n1	-9	11	-7	-18	9	-0.3	4	8
CCOC(=O)C(C(=O)OCC)C(=O)c1cc(OC)c(OC)c(OC)c1	8	-5	-11	7	-1	-2.0	-1	16
CCCNC(=O)Cn1cc(S(=O)(=O)N2CCCC2)c(S(=O)(=O)N2CCCC2)c1	22	-9	-4	0	2	-1.3	-7	-3
CCN1CCCC1CNC(=O)C(=O)Nc1ccccc1 (stereo not drawn)	-15	-9	-28	9	-28	1.5	3	-1
O=C(NCCN1CCOCC1)c1csc2c1CCCCC2	-1	-4	4	5	15	-0.7	-3	17
Cc1ccc(S(=O)(=O)N2CCN(C(=O)COC(=O)c3ccc(C(C)(C)C)cc3)CC2)c(C)c1	22	20	1	25	1	-1.7	-7	13
Cc1[nH]n(-c2ccccc2)c(=O)c1C=Nc1ccc(S(=O)(=O)NC(N)=O)cc1	5	6	7	-7	2	-0.6	-2	7
CC1=C(C)/C(=N/OC(=O)c2cccc([N+](=O)[O-])c2)C=CC1=O	45	41*	11	40	-8	16	-4	62*
O=C(/C=C/c1ccccc1)Nc1ccc2c(c1)C(=O)NC2=O	1	5	5	8	-12	-0.2	1	20
COc1ccc2nc(SCc3ccccc3C)nc(C)c2c1	-84	2	-51	9	-44	4.9	1	25
COc1ccc(-c2nn(C)c(=O)c3ccccc23)cc1NC(=O)Cn1nc(-c2ccccc2)c2ccccc2c1=O	43	-2	13	8	28	2.6	9	14
CCOC(=O)C1(Cc2cccc(F)c2)CCN(C(=O)C2CCOCC2)CC1	-13	-1	-4	26	-7	0.1	0	15
O=C(NCCCCl)C1CC(=O)N(CCc2ccc(F)cc2)C1 (stereo not drawn)	22	-4	-5	10	7	3.8	-5	7
O=C(Cn1nnc(-c2ccc(Cl)cc2)n1)NCC1CCCCC1	0	-23	-3	3	13	0.9	1	-13
Cc1ccc([N+](=O)[O-])cc1Nc1nc(N2CCCC2)nc(N2CCCC2)n1	12	16	8	21	-30	0.6	-4	16
CC1CCN(C(=O)COc2ccc(S(=O)(=O)N3CCOCC3)cc2)CC1	15	-3	-6	3	-3	1.6	-1	-1
Cn1c(COc2ccc(Cl)cc2)nnc1SCC(=O)Nc1ccc2c(c1)CCC2	6	-18	12	9	-17	16	1	0
CCOC(=O)c1c(NC(=O)CSc2ncn[nH]2)sc(C(=O)NC)c1C	31	1	-5	-16	-2	0.3	-5	-10

Exported as a markdown table: part of the list above.
| Structure | Mdm2-MdmX inh | TIM10 inh | Jurkat NFkB inh | tim10-1 inh | 697 NFkB inh | CHOP UPR activ | XBP1 UPR activ | tim23-1 inh |
| --- | --- | --- | --- | --- | --- | --- | --- | --- |
| COc1ccc(-c2nn(C)c(=O)c3ccccc23)cc1NC(=O)Cn1nc(-c2ccccc2)c2ccccc2c1=O | 43 | -2 | 13 | 8 | 28 | 2.6 | 9 | 14 |
| Cc1ccc(S(=O)(=O)N2CCN(C(=O)COC(=O)c3ccc(C(C)(C)C)cc3)CC2)c(C)c1 | 22 | 20 | 1 | 25 | 1 | -1.7 | -7 | 13 |

Remaining list, next part:
SMILES	Mdm2-MdmX inh	TIM10 inh	Jurkat NFkB inh	tim10-1 inh	697 NFkB inh	CHOP UPR activ	XBP1 UPR activ	tim23-1 inh
O=C(CSc1nc(=O)n(CCCN2CCOCC2)c2c1CCCC2)Nc1ccc(F)cc1F	10	1	5	-15	-2	1.0	-1	-6
CCC(CC)C(=O)c1c[nH]c(C(=O)NCCOC)c1	8	2	3	4	12	-0.9	4	0
CC(C)(C)N1C(=O)[C@H]2[C@@H](c3ccc(Br)cc3)N3C(=O)N(c4ccc(Br)cc4)C(=O)[C@@]3(Cc3ccccc3)[C@H]2C1=O	83*	13	4	14	1	1.1	2	9
CCCCNS(=O)(=O)c1ccc2c(c1)oc(=O)n2CC(=O)OCC	24	-3	3	9	3	0.6	-3	9
O=C(Nc1ccc2ccccc2n1)c1ccccc1	-165	22	-107	14	-194	3.9	-7	18
COc1ccc(/C=N/NC(=O)CCC(=O)Nc2ccc(F)cc2)c(OC)c1	16	-13	4	-9	10	3.7	-3	6
COc1ccc(C(C)NC(=O)c2ccc([N+](=O)[O-])cc2)cc1OC (stereo not drawn)	6	-14	1	-19	32	0.2	-4	-23
COc1cc(-c2cc(C(=O)O)c3cc4c(cc3n2)OCCO4)cc(OC)c1OC	9	5	-4	-4	15	-0.5	-2	-8
CCOC(=O)c1nnn(-c2nonc2N)c1CNc1ccccc1	22	-5	-10	15	6	-1.2	-1	11
COCC(C)NC(=O)CSc1nc2ccccc2n1CCc1ccccc1 (stereo not drawn)	1	10	-23	24	-1	-1.1	0	25
Cc1ccc(C(=O)Cc2cc3ccccc3oc2=O)c(C)c1	-165	-5	-100	23	-133	2.4	-3	22
CN(C)C1=NCCN1CCc1ccc(F)cc1	8	-7	-7	1	-1	0.7	0	4
O=C(c1ccco1)N1CCN(C(=O)c2[nH]ncc2[N+](=O)[O-])CC1	8	-2	-13	1	-15	-0.5	1	4
CC(C)(C)N(Cc1ccccc1)C(=O)COC(=O)c1ccc(Br)o1	-7	25	0	20	10	0.9	-2	34
COC(=O)c1sc2nc3c(c(-c4cccs4)c2c1N)CCCC3	18	18	-10	17	-13	0.1	0	8
Cc1c(O)ccc(C(=O)CN2CCN(Cc3ccccc3)CC2)c1O	13	0	8	14	3	-0.1	-1	-12
O=C(Nc1ccnn1C1CCN(Cc2ccc(CO)o2)CC1)c1ccc2c(c1)OCO2	15	7	-3	-9	20	0.9	-6	-16
Cc1c(Cl)c([N+](=O)[O-])nn1CC(=O)NCc1ccc(Cl)cc1	5	-5	8	9	-1	-0.9	-1	14
